Salmonella PhoP GFP: PhoP-dependent GFP reporter repression – Salmonella Typhimurium, primary screen (AID 1863); S. Typhimurium PhoP-regulated promoter GFP reporter, 4 h; higher % means a stronger effect; one-dose inhibition, % at 50 µM; IC50 in µM for titrated hits; hit rate 0.16% among 300,000;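 active = inhibition over 29.93%, a cutoff 3 SD above the screen mean, later confirmed by dose response; inconclusive = inhibition over 29.93% but no dose response follow-up; inactive = inhibition at most 29.93% or unconfirmed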;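 also: 0% = low Mg2+ inducing control and 100% = high Mg2+ repressing control; strong numbers were not always called active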
GPR55 antagonists: GPR55 antagonists blocking LPI-driven arrestin recruitment, primary screen, imaging, U2OS, beta-arrestin-GFP, LPI agonist (AID 2013) | U2OS GPR55 beta-arrestin-GFP translocation imaging, LPI antagonism; higher % means a stronger effect | inhibition, % at 10 µM; hits with a dose series show IC50 in µM | hit rate 0.13% among 290,000;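 active = spots per cell inhibited over 60%, with over 100 cells counted and total cytoplasm intensity under 500,000; inconclusive = wells with under 100 cells, flagged as likely toxic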;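 also: U2OS cells stably carrying GPR55 and arrestin-GFP stimulated by 5 µM LPI near EC80; imaged beta-arrestin-GFP aggregate spots per cell after agonist stimulation; plate controls were LPI-stimulated DMSO wells for no effect and DMSO wells without LPI for full effect; some results filed as inactive read as strong as hits; confirmed hits need IC50 under 10 µM and bright autofluorescent wells are also inconclusive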
NTR1 agonist: agonists of NTR1, primary screen, imaging, U2OS cells, beta-arrestin-GFP, high content (AID 493036) | hit rate 0.17% among 330,000 | NTR1-U2OS beta-arrestin-GFP spot imaging, agonist mode | activation, % at 20 µM;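 active = activation at or above 40% of the spot to cytoplasm intensity ratio, with at least 20 cells analyzed; inconclusive = wells under 20 cells, flagged as cytotoxic or low count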;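 also: 0% = DMSO without peptide and 100% = 100 nM NTR1 peptide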
Target sequence (P30989 whole entry, looked up): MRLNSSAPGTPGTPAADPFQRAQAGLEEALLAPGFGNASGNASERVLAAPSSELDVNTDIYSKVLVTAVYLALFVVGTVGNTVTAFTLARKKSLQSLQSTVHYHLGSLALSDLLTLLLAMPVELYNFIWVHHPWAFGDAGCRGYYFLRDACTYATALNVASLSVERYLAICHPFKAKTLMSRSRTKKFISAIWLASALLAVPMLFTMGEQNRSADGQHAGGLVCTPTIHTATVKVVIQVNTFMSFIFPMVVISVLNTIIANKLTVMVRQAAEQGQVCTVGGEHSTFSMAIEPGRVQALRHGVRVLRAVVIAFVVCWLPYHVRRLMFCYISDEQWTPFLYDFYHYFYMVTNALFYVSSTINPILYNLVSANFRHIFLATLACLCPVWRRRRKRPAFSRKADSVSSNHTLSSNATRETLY
West Nile virus CPE: inhibition of WNV-induced cytopathic effect – cell-based, CPE readout (AID 1621). hit rate 0.02% among 290,000. West Nile virus-infected cells, CPE inhibition; higher % means a stronger effect. CPE inhibition, % at 10 µM; hits with a dose series show IC50 in µM; in the data active = a potency from the dose series; inconclusive = CPE inhibition mostly from about 3.7% at the one dose, without a potency; inactive = the rest, 99 in 100 with CPE inhibition below about 2.2%; also: strong numbers were not always called active
GPR55 activation: GPR55 agonists via beta-arrestin recruitment, primary screen, imaging, U2OS cells, beta-arrestin-GFP redistribution (AID 1961); U2OS GPR55 beta-arrestin-GFP redistribution imaging; higher % means a stronger effect; activation, % at 10 µM, or EC50 in µM where a hit was titrated; hit rate 0.048% among 290,000;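 active = activation above 40% with more than 50 cells counted in the well; inconclusive = wells holding fewer than 50 cells, flagged as toxic or sparse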;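 also: U2OS osteosarcoma cells stably expressing GPR55 and beta-arrestin-GFP; plate controls were DMSO negative control for no effect and LPI positive control for full effect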
KOR beta-arrestin-1: kappa opioid receptor blockers – cell-based, luminescence, uHTS (AID 1778). hit rate 0.091% among 290,000. inhibition, % at 10 µM; hits with a dose series show IC50 in µM. KOR beta-arrestin recruitment, luminescence, antagonist mode; higher % means a stronger effect; in the data active = inhibition above about 50%; also: strong numbers were not always called active
T cell modulator: modulates CD8 T cell binding to vesicles | hit rate 0.068% among 330,000 | 2C CD8+ T cell-vesicle binding, flow cytometry; active compounds read low | calls only at 7 µM | AID 2052;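 active = response, share of CD8 T cells binding vesicles, and their 90th percentile fluorescence all below set limits, cut at about 80% in these data, passing the limit was not always enough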
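material = purified 2C TCR transgenic mouse naive CD8+ T cells | controls = Unloaded micro-vesicles (low), QL9 vesicles with 0.7% DMSO (high) | detection = cytometric PE anti-B7-1 and Alexa647 anti-CD8 signals after 1% paraformaldehyde fixation | incubation = binding step 1.5 h, 37 °C, antibody labelling 20 min, ice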
KOR beta-arrestin-2: kappa opioid receptor activators – cell-based, luminescence, uHTS, primary screen (AID 1777). hit rate 0.02% among 280,000. KOR beta-arrestin recruitment, luminescence; higher % means a stronger effect. activation, % at 10 µM; hits with a dose series show EC50 in µM; in the data active = activation above about 50%, passing the limit was not always enough; also: a part of the inactive calls stands beside numbers as strong as those of hits
GPR35 arrestin U2OS: inhibition of zaprinast-stimulated GPR35 beta-arrestin translocation – imaging, U2OS, beta-arrestin-GFP, zaprinast agonist, primary screen (AID 2058) | U2OS GPR35 beta-arrestin-GFP translocation imaging, zaprinast antagonism; higher % means a stronger effect | inhibition, % at 10 µM; hits with a dose series show IC50 in µM | hit rate 0.052% among 290,000;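 active = inhibition of at least 50% with at least 30 cells and total cytoplasm GFP at most 10,000,000; inconclusive = under 30 cells or total GFP of 10,000,000 plus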
T cell modulator vesicle-bound %: further read-out of T cell modulator, marked with its call; double positive events, %; measured here: CD8+ vesicle-bound cell fraction;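 binding gate set so that unloaded-vesicle control wells show 10% double positive cells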
NTR1 agonist cell count 20 µM: further read-out of NTR1 agonist, marked with its call; cell count; measured here: cell count, cytotoxicity flag
* hit, by the source's call; i = inactive; ? = inconclusive; . = not tested or not shown; [ ] = another dose, or the depositor's remark.

SMILES	Salmonella PhoP GFP	GPR55 antagonists	NTR1 agonist	NTR1 agonist cell count 20 µM	West Nile virus CPE	GPR55 activation	KOR beta-arrestin-1	T cell modulator	T cell modulator vesicle-bound %	KOR beta-arrestin-2	GPR35 arrestin U2OS
CSC1=NCCN1S(=O)(=O)c1ccc(Cl)cc1	-5%	0%	-0.3	72	0.2%	-0.4%	6%	i	44	-4.4%	9%
OC(CC1CC12c1ccccc1-c1ncccc12)(c1ccccc1)c1ccccc1 (stereo unspecified)	-11%	22%	7.6	39	1.2%	-0.1%	20%	i	34	-3.8%	-2%
COc1ccc(C(CC(=O)N2CCCC(C)C2)c2c(OC)cc(OC)c3ccc(=O)oc23)cc1 (stereo unspecified)	3%	2%	-4.5	99	-0.9%	0.0%	42%	i	11	1.3%	12%
Cc1cccc(Cc2c(C)nc3c(C(=O)N4CCN(Cc5ccc6c(c5)OCO6)CC4)cnn3c2C)c1	6%	-6%	1.8	43	0.2%	-2.3%	12%	i	38	-0.4%	1%
CCN(C(=O)Cn1c([N+](=O)[O-])cnc1C)c1ccccc1	0%	5%	1.3	39	0.3%	0.3%	-32%	i	63	0.5%	3%
N#Cc1cc(Oc2ccccc2)c(-n2nnc3ccccc32)cc1C#N	4%	2%	6.0	80	0.4%	-0.3%	-2%	i	50	-4.0%	-19%
Cc1ccc2c(c1)nnn2C1CCN(S(=O)(=O)c2ccc(C(=O)NC3CCCC3)cc2)CC1	-6%	6%	-1.5	77	-1.6%	-0.1%	1%	i	55	-5.5%	13%
Cc1cccc(NC(=O)c2cc(-c3c(C)cc(C)cc3O)n[nH]2)c1	0%	2%	0.5	75	-0.4%	-0.1%	-12%	i	45	-4.5%	-7%
CC/C(C)=C1\SC(N2CCN(c3cccc(C(F)(F)F)c3)CC2)=NC1=O	-14%	15%	4.0	73	?	-0.2%	-1%	i	34	2.2%	5%
COc1ccc(C(=O)N/N=C(\N)c2cc3ccccc3oc2=O)cc1	7%	2%	1.1	38	0.1%	0.4%	9%	i	10	-0.8%	0%
COc1ccc(OC)c2[nH]c(=O)c(CCNC(=O)c3cc4ccccc4o3)cc12	7%	-7%	1.2	68	-0.2%	-0.1%	-44%	i	49	-3.5%	-4%
O=S(=O)(NCc1cccnc1)c1ccccc1	5%	3%	1.9	67	0.2%	-0.1%	30%	.	.	-0.4%	4%
Cc1ccc(CCNS(=O)(=O)c2cc3c(cc2C)NC(=O)CO3)cc1	.	12%	-0.3	68	-1.0%	0.7%	-15%[20 µM]	i	5	-1.9%	1%
CC(=Nc1ccc(O)cc1)c1sc2ccccc2c1O	-10%	-4%	2.1	56	-0.7%	0.5%	14%	i	58	1.7%	4%
Cc1ccc(C(=O)NC(=S)N2CCN(c3ccc([N+](=O)[O-])cc3)CC2)cc1	-8%	11%	-0.1	61	-0.1%	-0.2%	-10%	i	56	-1.0%	8%
COC(=O)c1ccccc1NC(=O)CN1CCOCC1	9%	14%	1.0	66	0.4%	-0.2%	8%	i	8	-4.0%	-6%
N#CCC(=O)N1CC2(CC(c3cccc(NC(=O)COc4ccc(Cl)cc4)c3)=NO2)C[C@@H]1C(N)=O (stereo partly specified)	5%	0%	-3.1	56	0.6%	-0.1%	9%	i	29	2.5%	-14%
Cc1c([N+](=O)[O-])c2ccc(O)cc2n1-c1ccccc1	-7%	-1%	5.9	53	0.5%	0.1%	-18%	i	40	6.4%	-8%
Cc1ccc(NC(=O)C2OCCc3ccccc32)cc1 (stereo unspecified)	2%	1%	1.2	85	-0.4%	-0.3%	3%	i	60	2.8%	3%
Nc1ccc(-n2nc(C(F)(F)F)cc2C(F)(F)F)cc1	-9%	-2%	1.4	53	0.2%	0.2%	-6%	i	8	0.5%	-11%
CCOC(=O)c1nc(Nc2ccccc2)c2ccccc2n1	-9%	-4%	0.7	57	-0.1%	-0.1%	-8%	i	58	-0.1%	10%
CCN(Cc1ccc(OC)c(COC)c1)CC1CCCN(CCc2cccc(OC)c2)C1 (stereo unspecified)	6%	16%	0.5	62	-0.8%	0.7%	-3%	i	49	5.7%	12%
CCC(Oc1ccccc1)C(=O)Nc1nnc(S(=O)(=O)Nc2ccccc2)s1 (stereo unspecified)	.	-8%	-0.1	47	0.1%	-0.1%	-15%[20 µM]	i	33	-0.7%	-3%
COc1ccc(CCN2C(=S)N(c3ccc(Cl)cc3)C(=O)C2CC(N)=O)cc1OC (stereo unspecified)	-11%	3%	5.2	42	-0.8%	-0.2%	-33%	i	31	1.1%	34%
CCOC(=O)C1=C(C)C2C3C(=O)N(c4ccccc4C)C(=O)C3C1(C)C1C(=O)N(c3ccccc3C)C(=O)C21 (stereo unspecified)	-5%	13%	0.3	47	-0.6%	-0.1%	-38%	i	42	0.5%	-6%
COc1cc(OC)cc(C(=O)Nc2ccccc2-c2nnn(CC(=O)Nc3cc(C)on3)n2)c1	6%	-11%	9.0	64	-0.1%	-0.1%	1%	i	37	-3.8%	15%
COCCNC(=O)C(c1ccc(C)cc1)N(Cc1ccco1)C(=O)CCC(=O)Nc1ccccn1 (stereo unspecified)	8%	-11%	-0.9	55	0.6%	-0.2%	2%	i	8	-4.7%	21%
CCN(CC)CC(C)CNC(=O)CN1C(=O)CSc2ccc(S(=O)(=O)N3CCOCC3)cc21 (stereo unspecified)	6%	-12%	0.1	77	-0.2%	0.1%	26%	i	54	1.6%	-6%
O=C1[C@@H]2C(c3ccccc3Cl)=NO[C@@H]2C(=O)N1Cc1ccccc1	1%	-10%	-0.2	50	0.7%	-0.1%	-6%	i	54	-0.3%	-12%
Cc1cc(NC(=O)COC(=O)CSCc2ccc(Cl)c(Cl)c2)no1	-3%	2%	0.2	68	0.0%	-0.2%	-54%	.	.	0.0%	3%
COc1ccc(C(=O)c2ccc(Cl)cc2Cl)cc1	-6%	14%	2.0	52	0.2%	-0.1%	1%	i	15	0.1%	1%
CCN(CC)C(=O)CSc1nc2ccc(NC(=O)CSc3nnc(COc4ccccc4C)n3C)cc2s1	-3%	19%	2.3	46	1.0%	0.6%	-23%	i	18	2.6%	-8%
COC(=O)Cn1c(=NC(=O)c2ccc(S(=O)(=O)N3CCOCC3)cc2)sc2cc(S(N)(=O)=O)ccc21	-2%	12%	1.2	40	-0.3%	0.3%	34%	i	64	-3.0%	-8%
CCC(Sc1ccccn1)C(=O)Nc1nnc(C)s1 (stereo unspecified)	12%	4%	0.1	71	0.4%	0.2%	-22%	i	40	-3.0%	4%
CCOC(=O)C(=O)Nc1cccc(C(=O)OCC)c1	-3%	1%	0.1	40	0.4%	0.2%	-2%	i	38	6.7%	5%
O=[N+]([O-])c1ccc(OCC(O)CN(CCO)CCO)cc1 (stereo unspecified)	-7%	11%	2.6	78	0.7%	0.7%	-2%	i	58	10%	-9%
COC(=O)c1c(C(=O)OC)c2cc(C(=O)c3ccccc3)ccn2c1Cl	2%	-6%	4.1	57	-0.3%	-0.2%	8%	i	42	-1.7%	-1%
Cn1c(CSCc2ccc(F)cc2)nnc1SCC(=O)Nc1cccc(C(=O)O)c1	-12%	4%	-0.2	59	0.6%	0.4%	-3%	i	26	2.9%	-6%
COc1ccc(-c2cnc(N)nc2-c2ccc(OCc3ccccc3)cc2O)cc1	-5%	9%	36	58	-0.7%	0.3%	-6%	i	48	0.6%	-8%
CCOCCCNC(=O)c1cc2c(=O)n3cccc(C)c3nc2s1	-2%	-1%	0.0	93	-0.4%	-0.2%	4%	i	11	-1.3%	-19%
O=C(Nc1ccc(CN2CCOCC2)cc1)c1ccc(-c2ccc(Cl)cc2Cl)o1	-2%	-5%	6.6	49	-1.9%	0.0%	-26%	i	27	-1.1%	-3%
O=C(CN1C(=O)COc2ccccc21)Nc1ccc(F)cc1	31%	-2%	2.6	56	0.8%	0.8%	26%	i	46	-0.8%	3%
CC1CCC2(CC1)NC(=O)N(CC(=O)c1cccn1C)C2=O (stereo unspecified)	8%	26%	-0.9	55	0.1%	-0.1%	6%	i	46	1.3%	-2%
O=C(NCC(=O)N(c1ccc2c(c1)OCO2)C(C(=O)NC1CCCC1)c1ccncc1)c1ccco1 (stereo unspecified)	-18%	10%	1.6	55	-0.1%	-0.2%	6%	i	38	-1.0%	-1%
Cc1ccc(S(=O)(=O)Cc2ccc(C(=O)N3CCN(c4ccccn4)CC3)o2)cc1	4%	6%	1.0	78	-0.6%	-0.2%	-4%	i	37	-7.7%	23%
COc1ccc(Oc2cc(F)nc(N)n2)cc1	-2%	8%	1.7	68	0.7%	0.0%	-18%	i	11	1.4%	12%
Cc1ccc(Cl)cc1N1CCN(C(=O)Cn2ccc3ccccc3c2=O)CC1	-4%	27%	-1.7	55	-0.4%	0.0%	24%	i	55	-2.5%	-14%
O=C(/C=C1\C(=O)Nc2ccccc21)/C=C1\C(=O)Nc2ccccc21	11%	2%	.	.	-1.4%	0.1%	6%	.	.	1.3%	4%
O=C(NC(=S)Nc1cccc(Cl)c1N1CCCC1)c1ccc(-c2cccc([N+](=O)[O-])c2)o1	-4%	-14%	4.5	58	0.5%	-0.3%	-45%	i	10	3.6%	4%
Cc1nc2c3ccccc3n(CCN3CCCCC3)c2s1	15%	-11%	-0.8	53	.	-0.1%	-8%	i	29	0.0%	1%
Cc1noc(C)c1COc1ccc(C(=O)OCc2nnc(-c3ccc(Cl)cc3)o2)cc1	-9%	-2%	7.9	85	0.6%	-0.2%	16%	i	39	2.2%	-3%
CCOc1ccc(S(=O)(=O)NCc2ccccc2OC)cc1	-4%	-12%	1.7	33	-0.9%	-0.1%	-30%[20 µM]	i	17	-3.5%	8%

Assay outcomes from PubChem.
